Source: PubChem
BioA inh – BioA (M. tuberculosis) enzyme inhibition. purified M. tuberculosis BioA enzyme, plate reader. inhibition, % at 9.99 µM. 360,000 tested, 0.096% active. AID 602481; in the data active = inhibition above about 40%; inconclusive = no clear call, values can overlap the other calls
PfHsp40 yeast – compounds rescuing yeast from Plasmodium falciparum HSP40 toxicity. S. cerevisiae expressing PfHsp40, growth rescue, ATP luminescence. growth rescue, % at 12.5 µM. 340,000 tested, 0.68% active. AID 504582; in the data active = growth rescue above about 28%, passing the limit was not always enough; inconclusive = no clear call, values can overlap the other calls;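 note: yeast W303a lacking pdr1 and pdr3 grown in galactose medium; growth measured after three days at 30 °C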
BoNT A protease – inhibitors of Botulinum neurotoxin A light chain protease; 360,000 tested, 0.17% active; inhibition, % at 10 µM; multiplex microsphere protease substrate cleavage, flow cytometry; note: plate controls were buffer without enzyme for full effect and enzyme alone for no effect
Mtb FBA inh – Mtb fructose-bisphosphate aldolase inhibition; P9WQA3; inhibition, % at 1 µM; 360,000 tested, 2.3% active; purified M. tuberculosis FBA, fluorescence read-out; in the data active = inhibition above about 27%;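 note: 0% = vehicle and 100% = reference inhibitor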
Anthrax LF prot – anthrax lethal factor protease inhibition; P15917; multiplex microsphere protease cleavage assay, LF; inhibition, % at 10 µM; 360,000 tested, 0.12% active; AID 588501; note: plate controls were buffer without enzyme for full effect and enzyme alone for no effect
Target sequence (P15917 whole entry, looked up): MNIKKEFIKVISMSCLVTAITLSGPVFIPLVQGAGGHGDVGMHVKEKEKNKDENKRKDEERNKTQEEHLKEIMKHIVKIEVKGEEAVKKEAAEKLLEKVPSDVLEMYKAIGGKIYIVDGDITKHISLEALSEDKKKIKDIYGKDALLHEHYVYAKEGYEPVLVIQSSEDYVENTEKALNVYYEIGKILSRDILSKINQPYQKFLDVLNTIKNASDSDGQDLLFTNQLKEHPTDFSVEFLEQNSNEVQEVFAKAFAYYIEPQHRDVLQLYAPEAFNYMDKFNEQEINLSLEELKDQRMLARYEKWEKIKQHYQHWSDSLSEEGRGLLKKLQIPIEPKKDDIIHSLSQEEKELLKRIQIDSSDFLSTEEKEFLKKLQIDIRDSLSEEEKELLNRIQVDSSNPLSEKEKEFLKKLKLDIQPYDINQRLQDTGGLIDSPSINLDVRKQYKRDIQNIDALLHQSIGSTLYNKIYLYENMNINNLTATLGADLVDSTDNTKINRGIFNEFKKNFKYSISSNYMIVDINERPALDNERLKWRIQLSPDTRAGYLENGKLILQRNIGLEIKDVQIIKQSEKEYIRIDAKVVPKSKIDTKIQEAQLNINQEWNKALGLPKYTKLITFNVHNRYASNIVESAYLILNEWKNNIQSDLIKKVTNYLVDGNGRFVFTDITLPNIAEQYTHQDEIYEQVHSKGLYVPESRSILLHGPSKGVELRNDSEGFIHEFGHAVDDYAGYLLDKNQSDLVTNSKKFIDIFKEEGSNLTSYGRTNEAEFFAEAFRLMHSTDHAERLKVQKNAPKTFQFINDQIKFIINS
UGM FP inh – inhibitors of M. tuberculosis UDP-galactopyranose mutase; P9WIQ1; purified UGM, fluorescence polarization probe displacement; inhibition, % at 10 µM; 320,000 tested, 0.06% active; in the data active = inhibition above about 10%, passing the limit was not always enough; inconclusive = no clear call, values can overlap the other calls
FadD28 binding – M. tuberculosis FadD28 bisubstrate binding inhibition; FadD28 bisubstrate probe binding, fluorescence polarization; inhibition, % at 12.5 µM; 360,000 tested, 0.22% active; AID 588549; in the data active = inhibition above about 8.5%, passing the limit was not always enough; inconclusive = no clear call, values can overlap the other calls
GDH-TPI counter – inhibits GDH-TPI coupling enzymes, artifact for Mtb FBA screen. inhibition, % at 4.8 µM. AID 588335. 360,000 tested, 1.2% active. GDH-TPI coupled enzyme counterscreen, NADH absorbance; in the data active = inhibition above about 30%;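 note: 0% = DMSO wells and 100% = wells lacking the enzyme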
BoNT-F LC inh – blocks Botulinum neurotoxin F light chain protease; Multiplex microsphere protease cleavage assay, flow cytometry; 360,000 tested, 0.22% active; AID 588497; inhibition, % at 10 µM; in the data active = inhibition above about 35%, passing the limit was not always enough; inconclusive = no clear call, values can overlap the other calls; note: plate controls were buffer without enzyme for full effect and enzyme alone for no effect
* marks the source's active call; other numbers are inactive results; ? = inconclusive; nt = not tested or not shown. Cut-off read from the data, not from the text of the source, unless noted: active = inhibition above about 30%; inconclusive = no clear call, values can overlap the other calls; inactive = below that.

| SMILES | BioA inh | PfHsp40 yeast | BoNT A protease | Mtb FBA inh | Anthrax LF prot | UGM FP inh | FadD28 binding | GDH-TPI counter | BoNT-F LC inh |
| --- | --- | --- | --- | --- | --- | --- | --- | --- | --- |
| Cc1ccc(OCCCC(=O)ON=C(N)c2ccccc2C)cc1 | -0.3 | 0.4 | 0.5 | -1 | 0 | -0.4 | -2.0 | 4 | -3 |
| COC(=O)c1[nH]c2cccc(OC)c2c1NC(=O)CN1CCN(c2cccc(OC)c2)C(C)C1 (configuration not stated) | 8.1 | 1.6 | -1.0 | 12 | 1 | 0.9 | 1.5 | 1 | -6 |
| COc1ccc2nc3oc(C(=O)N4CCC5(CC4)OCCO5)cc3cc2c1 | nt | -0.5 | -0.5 | 50* | 0 | 0.5 | 0.2 | 13 | 3 |
| COc1ccc(-c2csc(N(CC(C)C)C(=O)c3ccco3)n2)cc1 | -0.6 | 0.8 | -2.4 | 3 | 17 | 4.8 | 4.3 | 10 | ? |
| COc1ccc(NC(=S)N/N=C/c2ccc(F)cc2)cc1OC | nt | 1.6 | 1.1 | 0 | -2 | 1.9 | 1.3 | 11 | -4 |
| CCC(NC(=O)NNC(N)=S)(C(F)(F)F)C(F)(F)F | nt | -1.6 | 0.6 | 2 | 10 | 1.1 | -1.4 | 2 | -10 |
| COc1cccc(NC(=O)c2oc3ccccc3c2NC(=O)C2CC2)c1 | 2.8 | 5.1 | ? | -2 | -2 | 5.1 | -0.1 | 6 | -5 |
| CN(C)c1ccc(N2C(=NC(=O)CCC3CCCC3)SC3CS(=O)(=O)CC32)cc1 (configuration not stated) | -1.9 | -0.2 | -0.6 | 1 | 0 | 3.1 | 0.1 | 11 | -2 |
| Cn1c2c(c(=O)n(C)c1=O)C(c1ccc(Cl)cc1)C(C#N)=C(N)O2 (configuration not stated) | 3.9 | -1.1 | -0.8 | -6 | -3 | -0.2 | -1.4 | -10 | -6 |
| O=C(Cc1c[nH]c2ccccc12)Nc1nc2ccccc2[nH]1 | nt | 1.5 | 1.3 | 3 | 0 | 0.7 | 2.0 | -13 | -6 |
| C=CCNc1nc(C(=O)OCC(=O)NCc2cccc(Cl)c2)cs1 | -3.1 | -0.8 | -0.2 | -1 | -3 | 3.5 | -2.5 | -3 | -3 |
| Cc1ccc2c(c1)NC(=O)C(CC(=O)NCCCN1CCCCC1)O2 (configuration not stated) | 0.0 | -1.5 | -0.7 | 1 | -3 | 0.2 | -2.0 | 10 | 0 |
| CC(=O)c1cccc(NC(=O)/C(=C/c2ccncc2)NC(=O)c2ccccc2)c1 | 0.1 | -1.8 | 1.7 | 3 | -5 | 0.6 | 0.1 | -4 | 5 |
| Cc1ccc(N(CC(=O)N2CCCCCC2)S(C)(=O)=O)cc1 | -1.2 | nt | -0.2 | -1 | -3 | nt | -0.7 | -1 | 1 |
| O=C(CNC(=O)c1ccccc1F)OCC(=O)c1ccc(Cl)s1 | -0.2 | -0.9 | -1.6 | -1 | -4 | 1.8 | -0.8 | 0 | -3 |
| C=CCNC(=O)c1cccc2c1C(=O)c1ccc(N3CCOCC3)cc1S2(=O)=O | -3.0 | -0.6 | -0.6 | -7 | -3 | 4.0 | -1.4 | 2 | -5 |
| O=C(NCCCN1CCCC1)c1cc(Sc2ccc(F)cc2)nc2ccccc12 | nt | -1.3 | 0.6 | 6 | 2 | 0.4 | 0.3 | 2 | 1 |
| CC(=O)Nc1ccc(NC(=O)C/C(C)=N/NC(=O)C(=O)N2CCCC2)cc1 | nt | -2.1 | -0.4 | 1 | -3 | 0.1 | -0.6 | 2 | -8 |
| CN(C)C(=O)CCc1ccc2c3c([nH]c2c1)[C@]1(CCC2CCCC2)[C@@H](C(=O)N2CCOCC2)C[C@H](CC(=O)NCCC2=CCCCC2)C(=O)N1CC3 | -1.5 | -1.4 | 0.0 | -1 | -9 | nt | -2.3 | 4 | -2 |
| CC1(C)Cc2cccc(C(=O)Nc3ccc(Cl)cc3)c2O1 | nt | 7.2 | ? | -3 | 0 | -2.5 | -3.9 | 2 | ? |
| CCn1nc(C(=O)Nc2cc(Cl)ccc2-n2cncn2)c2ccccc2c1=O | 0.2 | 22 | -0.3 | -2 | -1 | 0.9 | -1.3 | -5 | -2 |
| COC(=O)[C@@H]1C[C@@]2(O)[C@H](O)[C@H](O)[C@H](O)C[C@H]2N1Cc1ccccc1OS(=O)(=O)c1ccc(C)cc1 | -1.3 | 0.0 | 0.1 | 6 | -1 | 2.9 | -2.3 | 4 | 3 |
| CC(C)(C)C(=O)N1CCN(C(c2ccccc2)c2ccccc2)CC1 | -1.0 | 0.7 | -3.2 | 3 | 5 | 2.7 | -2.9 | -1 | 4 |
| CN(C)/C=C/C(=O)c1ccc(Cl)s1 | nt | 16 | -0.5 | 1 | -5 | 0.7 | -0.4 | 12 | -3 |
| CCC(NC(=O)C1CCCO1)c1ccccc1 (configuration not stated) | 0.9 | -0.4 | 0.0 | 2 | -5 | -1.8 | -4.4 | 0 | 8 |
| COc1ccc(/C=C2\SC(=S)N(CCC(=O)N3CCOCC3)C2=O)cc1 | -0.9 | -3.0 | 1.7 | 0 | 0 | 1.6 | -1.7 | 3 | -2 |
| CN(CC(=O)Nc1c(Cl)cccc1Cl)C(=O)c1ccccc1Cc1ccccc1 | -0.4 | -0.5 | 3.9 | -2 | 2 | -1.3 | -1.3 | 3 | 8 |
| COc1ccc(Cl)cc1C(=O)N1CCC2(CC1)CC(=O)c1ccccc1O2 | nt | -0.4 | 1.6 | 8 | -6 | 0.9 | -1.1 | -6 | 9 |
| COc1ccccc1C(=O)NCC(=O)NCCc1ccc(Cl)cc1 | nt | 0.2 | -0.6 | 2 | 8 | -1.8 | -0.9 | -4 | -5 |
| Cc1ccc2[nH]cc(/C=C/c3cc[n+](C)cc3)c2c1 | -84 | -0.3 | -9.1 | -16 | 7 | -5.0 | -1.6 | 7 | ? |
| Cc1ccc(-n2nc3cc(Cl)c(NC(=O)c4ccco4)cc3n2)cc1 | -0.4 | -1.3 | 3.1 | 5 | -15 | -0.5 | -1.0 | 10 | 9 |
| O=C1c2ccccc2C(=O)N1CCCn1c2ccc(Cl)cc2c2nc3ccccc3nc21 | nt | 0.6 | -0.7 | -1 | -3 | nt | 0.1 | -5 | -2 |
| CC(=O)NC(=O)c1ccc(-c2ccc(Cl)cc2)o1 | -1.6 | 0.2 | -0.6 | 78* | -1 | 0.2 | -1.5 | 21 | 0 |
| O=[N+]([O-])c1c(NCCCO)cc(N2CCN(Cc3ccc4c(c3)OCO4)CC2)c2nonc12 | 0.9 | -1.3 | -0.5 | -10 | -2 | 3.0 | -2.7 | 17 | -6 |
| CC1=C(C(=O)N(C)C)CC(CC(=O)NC2CCCCC2)C(=O)N1Cc1ccc(F)cc1 (configuration not stated) | 0.1 | nt | -0.5 | 4 | -2 | nt | -2.8 | nt | -10 |
| CC(C)NC(=O)c1ccc(C(C)C)cc1 | -3.8 | 1.0 | -0.9 | 2 | 0 | 3.0 | -2.8 | 10 | ? |
| Fc1cccc(F)c1CN1CCN(c2ccc(Cl)cc2)CC1 | -0.4 | -1.5 | -2.0 | 3 | -6 | 4.8 | -1.8 | -3 | 20 |
| N#Cc1c(NC(=O)C2CC(Cl)=CCC2C(=O)O)sc2c1CCCC2 (configuration not stated) | nt | 0.0 | -0.7 | -9 | -4 | 2.9 | -3.5 | 2 | -4 |
| CCOc1ccc(NC(=O)COC(=O)c2ccc3c(c2)OCCO3)cc1 | 0.9 | -0.4 | 0.4 | 0 | -13 | -0.7 | 0.2 | 6 | 0 |
| COc1ccc(NC(=O)C2(C)CCN2C2Cc3ccccc3C2)cc1OC (configuration not stated) | 1.4 | nt | -0.2 | 2 | -4 | nt | -2.6 | -5 | -2 |

Next part.
Values run as follows: BioA inh | PfHsp40 yeast | BoNT A protease | Mtb FBA inh | Anthrax LF prot | UGM FP inh | FadD28 binding | GDH-TPI counter | BoNT-F LC inh
CC(C)C[C@H]1CNC(=O)C(=O)N1CC1CCN(CCC(C)c2ccccc2)CC1 (some centres not stated)
    -7.0 | nt | -0.5 | 0 | 3 | nt | -3.6 | nt | -2
CC(C)=C[C@@H]1C[C@H](C)[C@H]2CC[C@H](C)c3c(O)c(O)c(C)c1c32
    0.4 | 0.6 | 1.1 | 2 | -5 | 2.1 | 0.3 | 15 | -7
C/C(CC(=O)Nc1cccc(Cl)c1Cl)=N\NC(=O)c1ccccc1Br
    -1.2 | 0.8 | -1.4 | 1 | -5 | -0.2 | 0.9 | -1 | -2
CC(C)c1ccc(NC(=O)CCNC(=O)N2CC(=O)Nc3ccccc32)cc1
    -1.4 | 0.0 | -1.2 | 3 | -3 | 0.6 | 0.7 | 5 | 4
COc1ccc(Nc2nnc(SCC(=O)c3cc4ccccc4o3)s2)cc1
    nt | 1.2 | -1.0 | 3 | 0 | 1.1 | 1.0 | 37* | -1
COc1ccc(-c2nnn(CC(=O)N(CC(=O)NCCC(C)C)Cc3cccs3)n2)cc1OC
    nt | -1.1 | ? | 0 | -3 | 0.1 | -0.1 | 13 | -2
Cc1c(NC(=O)C(Sc2ccccc2)c2ccccc2)cccc1[N+](=O)[O-] (configuration not stated)
    -0.9 | 9.5 | 0.3 | -2 | -4 | -0.8 | -1.9 | 3 | -9
Cn1nc(C(=O)NC2CCCCC2)c2ccccc2c1=O
    0.4 | 0.2 | ? | 2 | -1 | -1.1 | -2.8 | 6 | 3
CC(C)CCNC(=O)CN(CC1CCCO1)C(=O)CCC(=O)Nc1nccs1 (configuration not stated)
    -1.2 | 0.0 | 1.3 | 0 | -1 | -0.8 | -1.9 | 7 | 6
C=CCN1C(=O)c2ccccc2Sc2ccc(C(=O)N3CCC4(CC3)OCCO4)cc21
    nt | 1.4 | 0.8 | 1 | 0 | -0.2 | -0.1 | 9 | 4
O=C(Nc1ccccc1)c1cc(C2CCCCN2S(=O)(=O)Cc2cccc(C(F)(F)F)c2)on1 (configuration not stated)
    0.0 | nt | 0.0 | -6 | -5 | nt | -3.3 | -1 | -9
O=C(CNC(=O)c1ccc(Cl)cc1)Nc1ccc(S(=O)(=O)Nc2ncccn2)cc1
    -0.6 | -0.6 | -0.3 | 4 | 2 | -3.4 | -3.3 | -2 | -6
COC(=O)[C@]1(CC(C)C)N[C@H](c2ccc(SC3CCCCC3)cc2)[C@@H]2C(=O)N(C)C(=O)[C@@H]21
    0.0 | 9.8 | 1.2 | 3 | -5 | -2.8 | -2.6 | 3 | 7
Cc1cc(=O)[nH]c(NCc2ccccc2)n1
    nt | 1.2 | 0.4 | 1 | -1 | 2.6 | 0.0 | 12 | 3
Nc1nc2c(ncn2[C@@H]2O[C@H](CNCC3=Cc4cc(O)ccc4OC3)[C@@H](O)[C@H]2O)c(=O)[nH]1
    -2.6 | nt | -0.4 | -2 | -15 | nt | -0.3 | nt | -7
